# APJ antag: antagonists of human apelin receptor APJ, primary screen, CHO-K1 cells, beta-arrestin complementation, luminescence; inhibition, % at 20 µM; AID 2521, 2010; actives 0.32% (n = 330,000);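 active = inhibition above about 40% at 20 µM, limit read from the data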;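 also: cells challenged with 10 nM apelin-13 agonist together with compound; plate controls were apelin-13 plus DMSO wells for no effect and DMSO wells lacking apelin-13 for full effect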
# CXCR6 inh: CXCR6 receptor inhibitors, primary screen, cell-based, beta-arrestin, luminescence, CHO-K1 PathHunter, 1536-well. C-X-C chemokine receptor type 6 (Homo sapiens), O00574. actives 0.36% (n = 360,000). inhibition, % at 20 µM; in the data active = inhibition above about 34%, passing the limit was not always enough;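 also: antagonist mode with CXCL16 agonist at 10 nM final; 0% = 10 nM CXCL16 with DMSO and 100% = unstimulated wells without agonist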
# XBP1 UPR activ: activators of adaptive XBP1 UPR arm, primary screen, cell-based, CHO-XBP1 luciferase reporter, luminescence, uHTS; IRE1-XBP1 UPR activation; percent of tunicamycin response, DMSO as zero; activation, % at 20 µM; actives 0.33% (n = 330,000); AID 463104, 2010;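 active = versus positive control, 20 µM dose yields 30% or more activation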;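 also: 100% = tunicamycin at 10 µg/mL and 0% = DMSO only wells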
#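 Assay system: IRE1-XBP1 luciferase reporter CHO line. Input: 1000 cells/well. Buffer or medium: F12 with 10% serum. Doses: 20 µM, 1% DMSO. Times: overnight seeding at 37 °C, 6 h compound treatment at 37 °C. Technique: Steady-Glo luciferase glow luminescence, 10 min after reagent addition.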
# Mdm2-MdmX inh: inhibitors of human Mdm2-MdmX association, primary screen, cell-based, luminescence, split luciferase, SaOS-2, uHTS; Protein Mdm4 (Homo sapiens) + E3 ubiquitin-protein ligase Mdm2 (Homo sapiens), …; SaOS-2 split-luciferase Mdm2/MdmX complementation; inhibition, % at 8 µM; actives 3% (n = 330,000); AID 485346, 2010;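 active = inhibition of at least 50% at 8 µM in the primary screen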
# Target sequence (O15151 whole entry, looked up): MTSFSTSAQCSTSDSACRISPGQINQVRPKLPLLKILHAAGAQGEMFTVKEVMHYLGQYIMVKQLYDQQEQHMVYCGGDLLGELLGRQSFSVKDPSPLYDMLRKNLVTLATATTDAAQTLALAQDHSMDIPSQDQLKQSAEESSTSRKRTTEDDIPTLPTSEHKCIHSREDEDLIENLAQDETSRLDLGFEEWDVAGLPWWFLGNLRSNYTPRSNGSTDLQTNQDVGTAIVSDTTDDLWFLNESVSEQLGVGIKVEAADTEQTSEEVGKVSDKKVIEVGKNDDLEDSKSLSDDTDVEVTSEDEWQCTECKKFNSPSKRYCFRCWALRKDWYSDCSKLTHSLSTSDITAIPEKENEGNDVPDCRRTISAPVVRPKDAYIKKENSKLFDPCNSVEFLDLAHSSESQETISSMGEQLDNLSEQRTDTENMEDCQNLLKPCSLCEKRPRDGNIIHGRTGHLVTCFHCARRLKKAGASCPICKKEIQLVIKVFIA
# Target sequence (Q00987 whole entry, looked up): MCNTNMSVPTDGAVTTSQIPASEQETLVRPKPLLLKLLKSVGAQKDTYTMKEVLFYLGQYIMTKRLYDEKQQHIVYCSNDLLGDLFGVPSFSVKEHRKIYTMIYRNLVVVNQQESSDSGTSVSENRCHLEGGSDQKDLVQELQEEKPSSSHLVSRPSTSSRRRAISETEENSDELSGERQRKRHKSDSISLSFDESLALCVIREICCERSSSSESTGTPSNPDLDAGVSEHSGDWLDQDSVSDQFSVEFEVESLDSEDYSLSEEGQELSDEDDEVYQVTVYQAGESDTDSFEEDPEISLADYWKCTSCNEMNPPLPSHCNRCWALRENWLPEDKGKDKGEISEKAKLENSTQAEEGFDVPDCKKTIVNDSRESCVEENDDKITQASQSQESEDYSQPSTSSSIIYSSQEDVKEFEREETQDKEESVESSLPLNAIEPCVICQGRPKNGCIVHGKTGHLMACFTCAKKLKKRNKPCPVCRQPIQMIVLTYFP
# tim10-1 inh: growth inhibitors of tim10-1 mutant yeast, primary screen, luminescence, uHTS; inhibition, % at 20 µM; actives 2.2% (n = 330,000); S. cerevisiae tim10-1 ts strain growth, BacTiter-Glo, 24 h;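 active = inhibition of at least 40%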;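 also: mutant grown at 25 °C; 0% = DMSO wells with yeast and 100% = wells holding no yeast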
# tim23-1 inh: growth inhibitors of tim23-1 mutant yeast, primary screen, luminescence, uHTS; inhibition, % at 20 µM; actives 1.3% (n = 330,000); S. cerevisiae tim23-1 growth, BacTiter-Glo luminescence, 24 h;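 active = growth inhibition of the mutant yeast at or above 50%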;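 also: temperature-sensitive mutant grown at 25 °C; plate controls were DMSO-treated mutant yeast for no effect and medium wells lacking yeast for full effect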
# APJ agonist: agonists of human apelin receptor APJ, primary screen, CHO-K1 cells, PathHunter beta-arrestin, luminescence. P35414. 0% DMSO wells, 100% apelin. activation, % at 20 µM. actives 0.11% (n = 330,000). AID 2520, 2010;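 active = activation more than six SD over the plate average, tested at 20 µM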;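 also: 0% = DMSO alone and 100% = apelin-13 at 10 nM; some results filed as inactive read as strong as hits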
#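 Assay system: CHO-K1 cells stably expressing ProLink-tagged human APJ and arrestin–beta-gal acceptor. Compound dosing: 20 µM single point, 1% DMSO. Times: 16-18 h seeding, 90 min dark compound exposure, 60 min detection. Detection: beta-gal luminescence. Evaluation: APJ–arrestin association signal. Controls: negative DMSO alone, positive Apelin-13 at 10 nM.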
# UPR CHOP act: activators of apoptotic CHOP UPR arm, primary screen, cell-based, CHO-CHOP luciferase reporter, luminescence, uHTS; actives 0.34% (n = 330,000); AID 449763, 2010; activation, % at 10 µM; UPR activation; percent of tunicamycin response over DMSO baseline;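 active = at 10 µM dose, activation of 40% or more, normalized to positive control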;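 also: 100% = tunicamycin at 10 µg/mL and 0% = DMSO alone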
#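 Evaluation: % reporter activation, DMSO baseline versus tunicamycin full activation; System: CHO-CHOP luciferase reporter cell line; Input: 500 cells/well; Incubation: 6 h compound treatment, 37 °C; Measured by: Steady-Glo luciferase luminescence; Dosing: one dose, 10 µM in 0.5% DMSO; Buffer or medium: F12 medium, 10% FBS; Benchmarks: positive tunicamycin 10 µg/mL, negative DMSO alone.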
# TIM10 inh: growth inhibitors of isogenic TIM10 control yeast, primary screen, counter-screen for tim10-1 yeast inhibitor project, luminescence, uHTS | AID 463195, 2010 | inhibition, % at 10 µM | S. cerevisiae TIM10 strain growth, BacTiter-Glo luminescence, 24 h | actives 1.4% (n = 330,000);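 active = inhibition of 40% or more at the single tested concentration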;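 also: wild-type TIM10 isogenic control strain grown at permissive 25 °C; 0% = DMSO yeast wells and 100% = minimal medium wells without yeast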
# Active calls of the source: *; / = not tested or not shown.
SMILES,APJ antag,CXCR6 inh,XBP1 UPR activ,Mdm2-MdmX inh,tim10-1 inh,tim23-1 inh,APJ agonist,UPR CHOP act,TIM10 inh
CN(C)c1cc[n+](CC(=O)N2c3ccccc3Sc3ccccc32)cc1,-12,-6,-3,15,3,4,1,-1.6,24
COc1ccc(-n2c(C)nc3cc(C(=O)O)ccc32)cc1,21,1,-4,16,11,6,-5,-2.7,7
CN(Cc1nc2ccccc2[nH]1)C(=O)C1CCC(=O)N(CCc2cccc(F)c2)C1 (stereo not drawn),17,1,-6,10,4,5,-7,0.8,11
COc1ccc2c(c1OC)C(=O)N1C2SC[C@H]1C(=O)NC1CCCC1 (stereo partly drawn),-5,5,-4,5,16,11,-3,1.1,9
CC(=O)c1cccc(NC(=O)COC(=O)CCc2ccc(S(=O)(=O)N3CCOCC3)cc2)c1,14,-6,1,-3,-9,9,-3,-1.4,2
COc1ccc(-c2cc3ccc(F)cc3cn2)cc1,4,7,-5,-222,3,16,-3,-1.6,14
COC(=O)CN1C(=O)[C@H]2[C@@H](C3CC3)N3C(=O)CN(Cc4ccccn4)C(=O)[C@@]3(Cc3ccccc3)[C@H]2C1=O,7,3,0,-15,-9,-4,5,-0.1,3
CCCCC(=O)Nc1ccc(C(=O)NNC(=O)CCCOc2ccc(Cl)cc2Cl)cc1,6,3,-3,11,-2,-9,1,-1.1,-7
COc1ccc(-c2cc(C(F)(F)F)nc(-n3ccnc3)n2)cc1,3,-1,2,32,17,18,1,-0.4,-3
C=CCN1C(=O)c2cccc3c(N4CCCCC4)ccc(c23)C1=O,9,-1,1,-2,22,12,-3,8.0,4
Cc1ccc(C(=O)NCc2ccc(Cl)cc2)o1,3,-2,-1,0,7,6,1,0.3,3
CC(C)c1ccc(S(=O)(=O)N2CCN(C(=O)c3ccco3)CC2)cc1,5,-7,-1,19,40,18,-1,-1.8,-4
NNc1ccc(S(=O)(=O)N2CCCCC2)cn1,-6,12,-1,3,10,26,-1,-1.7,-7
CCC(C)[C@H](NC(=O)N1CC(=O)Nc2ccccc21)C(=O)N[C@H](Cc1c[nH]c2ccccc12)C(=O)O (stereo partly drawn),-5,2,-1,-17,-6,-8,5,-0.3,-1
O=c1oc2ccc(Cl)cc2nc1/C=C(\O)c1cccs1,-6,14,-1,23,-10,1,4,0.9,-1
CC1(C)C[C@H]2C3=CCC4[C@@]5(C)CC[C@H](O)[C@@](C)(CO)C5CC[C@@]4(C)[C@]3(C)C[C@@H](O)[C@@]2(CO)[C@@H](O)[C@@H]1O (stereo partly drawn),19,0,-3,-18,-3,1,-1,0.5,-2
Cc1ccc(C(=O)CSc2nnc(C3CC3)n2C2CC2)s1,-3,3,2,-26,-8,9,-1,3.6,2
O=C(COc1ccc(C(=O)c2ccccc2)cc1)NCc1ccc(F)cc1,7,0,1,63*,34,26,0,-1.4,16
CC(=O)Oc1cccc(C(=O)Nc2cccc(C(=O)Nc3ccccc3C(=O)O)c2)c1,12,-6,-3,21,-2,7,-1,-0.3,2
COC(=O)c1ccc(S(=O)(=O)NC(C)(C)C)n1C,6,-4,-2,6,11,16,-3,0.7,23
CCOC(=O)COc1cc(-n2c(=S)[nH]c3ccccc3c2=O)c(Cl)cc1Cl,10,4,-1,-1,34,39,-3,0.3,7
Nc1nc(SCC(=O)NC2CCCCCC2)[nH]c(=O)c1-c1ccccc1,-2,3,2,15,3,0,-7,-1.0,-7
COc1cc(/C=C/C(=O)NCCN2CCOCC2)cc(OC)c1OC,-34,2,-1,-24,-2,3,-3,-1.0,11
CC(C)c1ccc(NC(=S)Nc2cccc3ccccc23)cc1,-142,-8,1,-13,37,43,24,-1.0,21
N#CCC(=O)N/N=C\c1ccc(OC/C=C/c2ccccc2)cc1,-3,-6,9,-86,17,17,-3,3.6,16

# Following part:
SMILES,APJ antag,CXCR6 inh,XBP1 UPR activ,Mdm2-MdmX inh,tim10-1 inh,tim23-1 inh,APJ agonist,UPR CHOP act,TIM10 inh
CC(C)OC(=O)c1cc2c(ccn2C)n1CC(=O)N1CCC(Cc2ccccc2)CC1,7,2,-1,-5,33,40,-4,-0.8,24
Cn1cc(CN2CCCC(CO)C2)c(-c2ccc(Oc3ccccc3)cc2)n1 (stereo not drawn),-1,2,1,14,19,6,-2,-1.2,-5
CCOC(=O)c1ccccc1NC(=O)c1cn(-c2ccc(OC)cc2)c(=O)c2ccccc12,12,9,1,45,-11,44,-1,1.3,0
COc1ccc(Br)cc1CNC(=O)CN1C(=O)C(c2ccccc2)Oc2cccnc21 (stereo not drawn),5,4,-3,-1,4,6,2,1.6,4
COC(=O)c1ccccc1NC(=S)N1CCN(c2ccccn2)CC1,-4,-19,1,1,3,2,-3,-3.0,7
Cc1cc(OC(C)C(=O)N(Cc2ccco2)C2CCS(=O)(=O)C2)cc(C)c1Cl (stereo not drawn),-2,2,1,25,18,12,-3,-1.8,5
O=C(N/N=C/c1ccccc1C(=O)O)c1ccccc1Br,4,-6,-2,0,13,5,-2,0.0,11
COc1ccc(CN(C(=S)Nc2ccccc2)C2CC(=O)N(c3ccc(Cl)cc3)C2=O)cc1 (stereo not drawn),-2,-6,-4,13,-4,-2,2,2.5,-6
O=C(Nc1c(C(=O)Nc2cccc3ccccc23)cnn1-c1ccccc1)c1ccco1,0,-2,-4,-1,25,12,-2,-1.2,12
Cc1cc(NC(=O)c2ccc(Br)cc2)nc(C)n1,-12,0,8,-4,20,4,-2,-0.1,4
O=C(NCc1cccc(CNC(=O)C(=O)NCc2ccco2)c1)C(=O)NCc1ccco1,13,-4,0,0,9,-1,0,3.3,-6
CCN(CC(=O)Nc1ccc(OC)cc1)C(=O)Cc1ccsc1,8,6,-4,-4,1,-1,-2,-1.9,10
O=C(O)CSCNC(=O)C12CC3CC(CC(C3)C1)C2,8,-2,-1,20,8,7,-2,0.2,-4
Cc1ccc(Cl)cc1N(CC(=O)NCc1ccc2c(c1)OCO2)S(C)(=O)=O,-16,3,-2,13,14,6,0,-0.9,-22
Cc1c(C(=O)OCC(=O)N(C)CC(=O)Nc2ccc(F)cc2)oc2ccccc12,-17,-8,-1,17,13,11,-2,0.1,-3
CCOCC(=O)N(CC)Cc1ccccc1,0,4,-4,16,6,1,-1,0.1,-1
COc1cc(C(=O)NCCC(=O)NC(C)C)cc(OC)c1OC,-1,-5,0,-8,5,12,-1,1.1,-1
CCCSC(=S)c1c(C)[nH]n(-c2ccccc2)c1=O,24,7,3,39,14,14,-7,0.2,17
CCOC(=O)Cn1cnc2c(cnn2-c2ccccc2)c1=O,-11,0,7,-17,18,11,-1,2.1,-15
CC(C)(C)c1ccccc1NC(=O)c1c(O)c2cccc3c2n(c1=O)CC3,0,/,0,12,-32,36,-2,2.3,-12
CCN(CC(=O)Nc1ccc(OC)cc1)C(=O)c1oc2c(Cl)cccc2c1C,9,12,-7,16,7,11,-6,-1.5,-4
CC(Oc1ccc(F)cc1)C(=O)Nc1ccc(S(=O)(=O)NC2=NCCCCC2)cc1 (stereo not drawn),5,4,-4,-5,2,-10,-4,-1.4,-5
CCCC(=O)Nc1cc(-c2nc3ncccc3o2)ccc1Cl,-3,-7,-7,8,0,2,-3,-3.5,3
Cc1ccc(C(=O)N2CCCC(C(=O)c3ccc(Oc4ccccc4)cc3)C2)cn1 (stereo not drawn),11,-1,-2,13,27,17,-3,-2.8,26
NC(=NC(=O)c1cccc(C(F)(F)F)c1)c1ccc(C(F)(F)F)cn1,-2,8,1,-31,5,-5,-1,3.8,2

# New compounds follow:
SMILES,APJ antag,CXCR6 inh,XBP1 UPR activ,Mdm2-MdmX inh,tim10-1 inh,tim23-1 inh,APJ agonist,UPR CHOP act,TIM10 inh
CCc1ccc(NC(=O)C(C)OC(=O)c2cc(=O)[nH]c3ccc(S(=O)(=O)Nc4ccc(F)cc4)cc23)cc1 (stereo not drawn),16,4,-2,-17,8,-16,0,2.4,-8
COc1cc(OC)cc(C(=O)NCCN2CCOCC2)c1,8,0,-1,3,7,2,1,1.1,13
COCCCNC(=O)c1ccc(Cn2c(=O)c3ccccc3n(CC(=O)NCc3ccco3)c2=O)cc1,-16,-4,-2,-7,1,-1,-1,0.5,-1
Cc1c(Cl)cccc1-c1ccc(CNCc2ccccn2)o1,5,2,0,6,-29,4,0,1.1,-3
CN(C)CCNC(=O)c1ccc(CS(=O)(=O)c2c(Cl)cccc2Cl)o1,14,-1,-1,5,-13,-2,-2,0.6,-5
CSc1ccc(CCNC(=O)Cn2ncc3c([nH]c4ccccc43)c2=O)cc1,-2,5,-3,5,-11,2,10,-0.4,3
CCc1ccccc1NC(=O)CSc1nnc(CCNC(=O)OC(C)(C)C)o1,14,-7,1,4,-9,8,3,-2.0,6
CCc1ccccc1N(CC(=O)NCCc1ccccc1)C(=O)CCC(=O)Nc1ccccn1,-7,6,-5,23,16,20,-2,-2.3,2
CN(C)CCCN1c2ccccc2CCc2ccc(Cl)cc21,15,-1,-1,38,53*,22,2,-2.5,17
CCOC(=O)c1ccc(N2CCOCC2)c(NC(=O)COCC(=O)O)c1,19,11,-2,11,-5,3,-5,-2.3,5
CCN(CC)S(=O)(=O)c1cccc(NC(=O)c2ccc(C#N)cc2)c1,-10,-1,-2,4,29,12,-4,4.2,16
NC(=O)c1ccccc1NC(=O)CC12CC3CC(CC(Br)(C3)C1)C2,-3,7,2,-2,21,20,-1,0.3,6
Cn1c(C(=O)N2CCN(c3ncccn3)CC2)cc2c(=O)n(C)c3ccccc3c21,3,2,-4,26,20,8,0,-1.0,8
N#C/C(=C\c1ccc([N+](=O)[O-])o1)C(=O)Nc1ccc(F)cc1,-34,-8,-4,14,55*,-107,8,166*,79*
COc1cccc(C2c3c(oc4cc(C)c(C)cc4c3=O)C(=O)N2CCCN(C)C)c1 (stereo not drawn),-16,1,-3,7,7,11,0,1.2,10
C=CCNC(=O)c1ccccc1Cl,4,3,-1,5,1,6,3,-0.5,5

# For reference, part of the list above.
SMILES,APJ antag,CXCR6 inh,XBP1 UPR activ,Mdm2-MdmX inh,tim10-1 inh,tim23-1 inh,APJ agonist,UPR CHOP act,TIM10 inh
CCc1ccc(NC(=O)C(C)OC(=O)c2cc(=O)[nH]c3ccc(S(=O)(=O)Nc4ccc(F)cc4)cc23)cc1 (stereo not drawn),16,4,-2,-17,8,-16,0,2.4,-8
COc1cc(OC)cc(C(=O)NCCN2CCOCC2)c1,8,0,-1,3,7,2,1,1.1,13
COCCCNC(=O)c1ccc(Cn2c(=O)c3ccccc3n(CC(=O)NCc3ccco3)c2=O)cc1,-16,-4,-2,-7,1,-1,-1,0.5,-1

# These rows are one share of the data; count on the stated rates, not on these rows.
